Source: PubChem
GLS inhibitor – inhibitors of human glutaminase (GLS) | 410,000 compounds, 0.21% hits | GLS enzymatic activity, qHTS titration | O94925 | AID 624170 | Potency, µM (highest dose often 45.5 µM), for the others: at the highest dose activity change, negative = inhibition, hits mostly inhibitors; note: % is set by controls: 0 for no effect and ±100 for the full control effect
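Coupled fluorescence readout: glutamate oxidase/HRP/Amplex Red detect glutamate formed by hKGA from L-glutamine (1 mM solution added). Buffer 45 mM KH2PO4 pH 8.2, 0.02% Tween-20; reads at t0 and 30 min RT.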
JMJD2A Tudor – blocks the human JMJD2A Tudor domain | O75164 | AID 504339 | AlphaScreen JMJD2A-Tudor / H3K4me3 peptide binding | Potency, µM (top dose mostly 114 µM), for inactives: at the highest dose activity change, negative = inhibition, actives largely listed as inhibitors | 390,000 compounds, 4.4% hits; note: % is set by controls: 0 for no effect and ±100 for the full control effect; nearly all actives have a fitted effect of over 50% in size
Target sequence (O75164 whole entry, looked up, the tested form may be a part): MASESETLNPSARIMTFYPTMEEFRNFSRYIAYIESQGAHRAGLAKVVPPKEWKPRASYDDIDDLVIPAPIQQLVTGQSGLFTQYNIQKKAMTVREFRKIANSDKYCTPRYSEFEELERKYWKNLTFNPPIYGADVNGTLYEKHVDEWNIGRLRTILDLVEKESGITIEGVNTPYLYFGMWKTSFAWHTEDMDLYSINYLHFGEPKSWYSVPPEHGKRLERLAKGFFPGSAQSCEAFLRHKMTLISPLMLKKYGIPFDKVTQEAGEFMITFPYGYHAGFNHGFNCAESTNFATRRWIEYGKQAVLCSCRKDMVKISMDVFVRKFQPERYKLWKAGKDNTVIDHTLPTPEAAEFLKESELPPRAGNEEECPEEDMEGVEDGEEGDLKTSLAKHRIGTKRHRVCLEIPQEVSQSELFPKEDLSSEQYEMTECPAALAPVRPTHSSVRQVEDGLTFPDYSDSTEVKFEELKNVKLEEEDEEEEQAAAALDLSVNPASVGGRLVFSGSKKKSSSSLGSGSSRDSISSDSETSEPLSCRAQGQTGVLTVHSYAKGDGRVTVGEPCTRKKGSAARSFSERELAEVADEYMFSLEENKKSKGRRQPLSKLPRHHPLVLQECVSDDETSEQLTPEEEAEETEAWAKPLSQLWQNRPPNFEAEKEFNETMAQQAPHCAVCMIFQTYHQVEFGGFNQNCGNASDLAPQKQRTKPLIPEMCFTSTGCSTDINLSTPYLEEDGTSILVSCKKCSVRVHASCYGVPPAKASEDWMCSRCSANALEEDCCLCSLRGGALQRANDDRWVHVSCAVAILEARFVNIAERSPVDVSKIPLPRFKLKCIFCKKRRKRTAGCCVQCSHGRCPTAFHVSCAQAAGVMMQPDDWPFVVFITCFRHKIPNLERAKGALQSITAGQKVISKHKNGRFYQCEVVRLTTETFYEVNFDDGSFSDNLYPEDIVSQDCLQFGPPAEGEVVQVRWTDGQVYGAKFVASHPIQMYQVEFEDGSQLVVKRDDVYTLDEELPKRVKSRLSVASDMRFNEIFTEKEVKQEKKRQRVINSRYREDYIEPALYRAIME
PGK inhibitor – inhibitors of T. brucei phosphoglycerate kinase; P07378; 380,000 compounds, 0.043% hits; Potency, µM (titrated, usually from 57.5 µM), inactives show top-dose activity change, negative = inhibition, actives largely listed as inhibitors; PGK/GAPDH coupled, Kinase-Glo luminescence, 60 min; note: % is set by controls: 0 for no effect and ±100 for the full control effect; nearly all actives have a fitted effect of over 60% in size
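Recombinant glycosomal PGK reaction used 1,3-bisphosphoglycerate generated in-well by GAPDH (100nM final) in 100mM TEA pH 7.6, 5mM MgCl2, 0.01% Tween-20. After 60 minutes at room temperature, ATP was read by Kinase-Glo Plus luminescence end-point.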
Pin1 inhibitor – inhibitors of human Pin1 | Q13526 | Pin1 FP peptide displacement, HiFluor488, 10 min | Potency, µM (highest dose often 115 µM), for the others: at the top dose activity, negative = inhibition, actives largely listed as inhibitors | 390,000 compounds, 0.009% hits | AID 504891; active = well fitted inhibition curve with a large enough effect in the polarisation, with a control signal flat, not every such curve was filed as active; inconclusive = small, poorly fitted or top-dose-only effect, or effect the other way, or a change in a side signal; inactive = no such curve, though single readings can be large or run the other way; the % refers to the polarisation; note: % is set by controls: 0 for no effect and ±100 for the full control effect
RGS4 inhibitor – human RGS4 inhibition. P49798. Transcreener GDP fluorescence polarization, RGS4-accelerated GTP hydrolysis. Potency, µM (highest dose often 114 µM), for the others: at the highest dose activity change, negative = inhibition, hits mostly inhibitors. 390,000 compounds, 0.039% hits. AID 504845; note: % is set by controls: 0 for no effect and ±100 for the full control effect; nearly all actives have a fitted effect of over 75% in size; some results filed as inactive show a strong effect at the top dose
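MLSMR compounds (23 nl, pin-transferred) preincubated 10 min at room temperature with a 500nM (2x) first reagent, then RGS4 at 900nM (2x) plus Transcreener GDP mix added; fluorescence polarization (620/688 nm) read before and after 90 min at 30 °C.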
rTrxR1 inhibitor – inhibitors of rat thioredoxin reductase 1 | O89049 | recombinant rTrxR1, NADPH fluorescence consumption, selenite substrate | Potency, µM (titrated, usually from 114 µM), for inactives: at the highest dose activity change, negative = inhibition, actives largely listed as inhibitors | 390,000 compounds, 1% hits; note: % is set by controls: 0 for no effect and ±100 for the full control effect; nearly all actives have a fitted effect of over 65% in size
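Rat TrxR1 (90 nM in the dispensed reagent) was pre-reduced with 400 uM NADPH for 5 min at room temperature, then incubated with compound for 15 min. After 400 uM selenite was added, NADPH fluorescence (Ex 340/Em 450 nm) was followed for 8 min.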
ERG Ets-DNA blk – blocks human ERG Ets domain binding to DNA; P11308; fluorescence polarization, His-ERG Ets domain / labelled DNA; Potency, µM (doses to about 76.9 µM), without a hit: at the highest dose FP activity, negative = inhibition, hits mostly inhibitors; 370,000 compounds, 0.028% hits; AID 624246; active = well fitted inhibition curve with a large enough effect in the polarisation, with a control signal flat; inconclusive = small, poorly fitted or top-dose-only effect, or effect the other way, or a change in a side signal; inactive = no such curve, though single readings can be large or run the other way; the % refers to the polarisation;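 note: polarization taken with two DNA probes labelled with fluorescein and Texas red; % of control where 0% means no effect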
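His-tagged ERG Ets domain (1 uM in the protein solution; 300mM KCl, 50mM Tris-HCl, 1mM EDTA, 1mM DTT, pH 7.5) received compound, then a probe mix of 5 nM fluorescein-DNA and 100nM Texas-615-DNA. Fluorescence polarization was read for both dyes.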
ALOX12 inh – blocks human arachidonate 12S-lipoxygenase | P18054 | purified 12hLO, xylenol orange hydroperoxide absorbance | Potency, µM (titrated, usually from 108 µM), without a hit: at the highest dose activity change, negative = inhibition, hits mostly inhibitors | 580,000 compounds, 1.1% hits; note: % is set by controls: 0 for no effect and ±100 for the full control effect
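Purified human 12hLO at 150 nM in 25 mM Hepes, 0.01% Triton X-100, pH 7.0, preincubated 15 min at room temperature with compound. Reaction started with 40 uM arachidonic acid, 30 min at room temperature. Hydroperoxide measured by Fe-xylenol orange, 573/405 nm absorbance ratio.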
HP1b binding inh – inhibitors of HP1-beta chromodomain binding to methylated histone tails; 390,000 compounds, 0.56% hits; P83916; AID 540317; AlphaScreen HP1-beta / biotin-H3K9me3 peptide binding; Potency, µM (series often up to 114 µM), for the others: top-dose activity change, negative = inhibition, usual class: inhibitors; note: nearly all actives have a fitted effect of over 70% in size; inactives centre near 23
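HP1-beta protein (50 nM final) preincubated 30 min at room temperature with biotinylated H3(1-18)K9me3 peptide (50 nM) in PBS pH 7.4, 0.01% Tween-20, then compound added for 30 min. AlphaScreen streptavidin donor/nickel chelate acceptor beads (10 ug/mL final), 30 min dark, luminescence read.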
The depositor's hits bear a star; i = inactive; ? = inconclusive; · = no result given; [ ] = remark or other dose. Unless noted, calls come from the whole dose curve; as a rule, active = well fitted curve in the direction sought with a large enough effect; inconclusive = small, poorly fitted or top-dose-only effect, or another doubt; inactive = no such curve, though single readings can be large; an effect the other way counts as inactive or inconclusive. Potency is the fitted concentration of half-maximal effect.

SMILES	GLS inhibitor	JMJD2A Tudor	PGK inhibitor	Pin1 inhibitor	RGS4 inhibitor	rTrxR1 inhibitor	ERG Ets-DNA blk	ALOX12 inh	HP1b binding inh
CCN1CCN(C2=C(NS(=O)(=O)c3ccccc3)C(=O)c3ccccc3C2=O)CC1	18%	-33%	-12%	-13%	3%	-3%	-6%	28%	-13%[57 µM]
COc1cccc(/C=C/C(=O)c2ccc3c(c2)OCO3)c1OC	-2%	-7%	0%	4%	-40%	-25%	·	·	41%
Cc1ccc(NC(=O)c2c(C)oc3nc(C)nc(N4CCCC4)c23)c(C)c1	-5%	-16%	-3%	4%	-3%	16%	6%	-30%	-6%
CC(Sc1nnc(CN2CCCC2)n1Cc1ccccc1)C(=O)Nc1ccc(F)cc1 (stereo unspecified)	2%	-10%	-1%	1%	-15%	2%	9%	0%	25%
COc1cccc(C(=O)Nc2c(C(=O)N3CCN(c4ccc(F)cc4)CC3)oc3ccccc23)c1	6%	-28%	9%	5%	9%	9%	-1%	-1%	30%
Cc1ccc(-c2nc3ccccc3n3nnnc23)cc1	2%	-9%	0%	-5%	-16%	-5%	·	10%	29%
O=C1C2CCCN2C(=O)N1CCCN1CCN(c2ccc([N+](=O)[O-])cc2)CC1 (stereo unspecified)	0%	-2%[57.1 µM]	i	-1%	-17%	1%[57.1 µM]	6%	?	44%[activator]
Cc1c(CCO)sc[n+]1CC(=O)OC12CC3CC(CC(C3)C1)C2	0%	-3%[57.1 µM]	1%	3%	-31%	1%	-1%	-12%	61%[activator]
CCOC(=O)C1=C(C)NC2=C(C(=O)c3ccccc32)C1c1cccc2ccccc12 (stereo unspecified)	-24%	20µM*	-3%	4%	?	8%	4%	?	?
CCCCn1c(N)c(N(CC(C)C)C(=O)CSCC(=O)Nc2ccc(C)cc2)c(=O)[nH]c1=O	11%	-10%	-5%	-1%	-13%	12%	-6%	227%[activator]	4%
CCOc1ccc(NCC2CCOC(C)(C)C2)cc1 (stereo unspecified)	35%[activator]	-36%	i	1%	-20%	17%[57.1 µM]	-14%	30%[activator]	-6%
Cc1ccc2c(-c3ccc([N+](=O)[O-])cc3)cc(=O)[nH]c2c1	2%	-1%	3%	-1%	-7%	20%	-1%	-26%	30%
CCOc1ccc(C(=O)Nc2nnc(S(=O)(=O)N3CCCCC3)s2)cc1	-2%	-16%	3%	20%	15%	17%	1%	5%	6%[57 µM]
Cc1cc2c(SCC(=O)NCC3CCCO3)ncnc2s1 (stereo unspecified)	3%	-1%	i	-1%	-20%	5%	1%	-18%	26%
CCCCN(C)CCNC(=O)c1cc2c(=O)n(C)c3ccccc3c2n1C	-3%	-31%	-9%	4%	-3%	27%	-2%	-5%	29%
O=C(c1cccc([N+](=O)[O-])c1)N1CCN(c2ccc(Nc3ccccc3)nn2)CC1	1%	-26%	-8%	-4%	22%	21%[57.1 µM]	-16%	3%	2%
Cc1ccc(S(=O)(=O)c2cn(CC(=O)Nc3cccc(C)c3)c3cc4c(cc3c2=O)OCO4)cc1	1%	-8%	-8%	17%	-19%	1%	-1%	?	40%[activator]
COc1cccc(S(=O)(=O)NCc2ccc(C(=O)NCc3ccccn3)cc2)c1	16%	-12%	6%	-5%	-4%	12%	-7%	0%	36%[activator]
CC(=O)c1c(C)[nH]c(C(=O)CSc2nnc(-c3ccco3)o2)c1C	2%	-12%	-1%	24%	-4%	-7%[57.1 µM]	9%	4%	-8%
Cc1[nH]c2ccccc2c1C(=O)C(=O)N1CC(C)OC(C)C1 (stereo unspecified)	4%	-16%	1%	0%	2%	-13%	-3%	10%	6%
C=CCc1ccc(OCC(O)CN2CCN(Cc3ccccc3)CC2)c(OC)c1 (stereo unspecified)	2%	-9%	-4%	3%	1%	3%	7%	-24%	30%
CCCN(CC(=O)Nc1ccccc1OC)C(=O)CN1C(=O)NC2(CCCCC2)C1=O	4%	-9%	-2%	1%	?	-2%	·	153%[activator]	41%[activator]
O=C(Cc1ccc(NC(=O)C2CCCN(C(=O)C3CCCC3)C2)cc1)Nc1ccc(C(=O)N2CCOCC2)cc1 (stereo unspecified)	5%	-15%	-3%	6%	21%	-1%	-8%	17%	27%
Cc1cccc(-c2noc(-c3ccccc3C(=O)NCc3ccco3)n2)c1	-3%	?	i	6%	-41%	-15%[57.1 µM]	-3%	?	5%
O=C(CNc1cccc2ccccc12)N/N=C/c1ccc([N+](=O)[O-])cc1	2%	-2%	9%	-7%	1%	15%	1%	-15%	37%
CCN(CC)c1ccc2cc(-c3nc(-c4cccs4)no3)c(=O)oc2c1	2%	13%	4%	·	7%	-8%	6%	-20%	63%[activator]
NC(=O)c1cc([N+](=O)[O-])c(Cl)cc1NCc1ccccn1	4%	56µM*	-6%	-12%	8%	12%[57.1 µM]	-3%	4%	10%
CCN(CCCNC(=O)C1CCC(=O)N1Cc1ccc(F)cc1)c1cccc(C)c1 (stereo unspecified)	33%[activator]	-26%	4%	4%	-1%	20%	5%	0%	3%
COC(=O)c1sccc1NC(=O)Cn1cnc2c1c(=O)n(C)c(=O)n2C	-1%	2%	-7%	-8%	27%	13%	-6%	15%	33%[activator]
COc1ccc(Nc2n[nH]c(N)c2C(N)=O)cc1	2%	-24%	-3%	-3%	-8%	12%	6%	22%	38%
COc1ccc(NC(=O)CCN2C(=O)C3C4C=CC(C4)C3C2=O)cc1 (stereo unspecified)	21%	-3%	10%	-7%	19%	36%[57.1 µM]	4%	-9%	8%
COc1ccc(NC(=O)NS(=O)(=O)c2ccc(C)cc2)cn1	-7%	0%	-10%	?	-1%	21%[57.1 µM]	-19%	18%	26%
O=C(NCc1ccccc1)c1onc(CSc2ccccn2)c1C(=O)NCc1ccccc1	0%	-12%	4%	5%	5%	20%[57.1 µM]	1%	?	30%
CC(C)C(C(=O)NCc1ccco1)N(C(=O)CNS(=O)(=O)c1ccccc1)c1ccccc1 (stereo unspecified)	-19%	-6%	-13%	-7%	4%	12%[57.1 µM]	3%	5%	16%
CC(C)(C)c1nc(SCC(=O)Nc2ccc3c(c2)OCCO3)c2ccccc2n1	4%	-22%	i	0%	8%	-21%[57.1 µM]	5%	12%	-4%
Cc1ccc(C(=O)/C=C/Nc2cccc(O)c2)cc1	63%[activator]	-31%	-5%	38%[activator]	-37%	-4%	·	?	2%
CC(C)(C)CC(=O)Nc1nnc(SCC(=O)NCc2cccs2)s1	-30%	-25%	1%	-3%	-18%[56.9 µM]	21%	-1%	-23%	17%
CN(Cc1cccs1)C(=O)CNC(=O)c1ccco1	-1%	6%	-7%	-5%	-8%	20%	4%	4%	35%
O=C(c1cc(COc2ccc(F)cc2F)on1)N1CC2C[C@@H]3CC1C[C@H](C2)C3	-7%	9%	-5%	-1%	-9%	23%	4%	22%	90%[activator]
CC1(NC(=O)Cc2c(F)cccc2Cl)CCS(=O)(=O)C1 (stereo unspecified)	2%	-4%	i	-5%	10%	18%	-15%	-8%	36%
COc1cc2nc(SCc3ccc(Cl)cc3Cl)n(Cc3cccs3)c(=N)c2cc1OC	-4%	-18%	1%	-2%	-22%	29%	-3%	-16%	20%
Cc1ccc(-c2nc3c(cnn3-c3ccccc3)c(=O)n2-c2cccc(Cl)c2)cc1	-1%	-13%	8%	29%	-2%	27%	9%	-29%	14%
Cn1c(=O)c2[nH]c(C3CC3)nc2n(C)c1=O	4%	-35%	-9%	0%	-32%	32%[11.4 µM]	-3%	-1%	7%
CCN1CCCC1CNCc1ccccc1OCc1ccc(F)cc1 (stereo unspecified)	0%	-31%	-1%	-8%	-14%	21%	·	-7%[57.4 µM]	30%
CCCc1cc(=O)[nH]c(SCC(=O)Nc2cc(S(=O)(=O)N3CCCCC3)ccc2Cl)n1	-4%	-15%	-1%	9%	-1%	-13%	-22%	427%[activator]	23%
Cc1ccc(-c2nnc(Nc3cccc(Br)c3)c3ccccc23)cc1S(=O)(=O)NCC1CCCO1 (stereo unspecified)	7%	-10%	5%	17%	-5%	-23%	1%	-15%	24%
COc1ccccc1N1CCN(C(=O)c2ccccc2Oc2ccccc2)CC1	0%	-13%	i	-2%	-19%	-15%	3%	223%[activator]	14%
CCCCn1c(N)c(N(CCOC)C(=O)c2ccc3c(c2)OCCO3)c(=O)[nH]c1=O	1%	-7%	4%	-5%	12%	-7%	-15%	-23%	18%
CC(C)c1cc(C(=O)N2CCCC(N3CCN(c4ccc(F)cc4)CC3)C2)n(C)n1 (stereo unspecified)	24%	-23%	-2%	-4%	7%	23%	-1%	4%	16%
Nc1cc(=O)[nH]c2nnc(SCC(=O)Nc3cccc4ccccc34)n12	-16%	-5%	-11%	1%	-11%	-1%[57.1 µM]	-4%	0%	46%
O=S(=O)(NN=C1CCCCCC1)c1ccccc1	-16%	6%	-2%	8%	-19%	13%	3%	24%	30%[activator]

Part of the list above, reformatted.
| compound | GLS inhibitor | JMJD2A Tudor | PGK inhibitor | Pin1 inhibitor | RGS4 inhibitor | rTrxR1 inhibitor | ERG Ets-DNA blk | ALOX12 inh | HP1b binding inh |
| --- | --- | --- | --- | --- | --- | --- | --- | --- | --- |
| CCCCn1c(N)c(N(CCOC)C(=O)c2ccc3c(c2)OCCO3)c(=O)[nH]c1=O | 1% | -7% | 4% | -5% | 12% | -7% | -15% | -23% | 18% |
| CC(C)c1cc(C(=O)N2CCCC(N3CCN(c4ccc(F)cc4)CC3)C2)n(C)n1 (stereo unspecified) | 24% | -23% | -2% | -4% | 7% | 23% | -1% | 4% | 16% |

These rows are one share of the data; the hit share may differ from the screen's.
